# Screening results (PubChem)
# PAFAH2 inh = PAFAH2 (human) inhibition. 340,000 compounds, 0.99% hits. AID 492956. inhibition, % at 3.39 µM. recombinant PAFAH2, FP-rhodamine activity probe, fluorescence polarization;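 active means inhibition above the mean over all tested compounds plus 3 SD, cut at about 30% in these data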;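 further: inhibitors block probe labeling of enzyme so polarization drops; 0% = enzyme with DMSO and 100% = wells lacking PAFAH2 protein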
# PAFAH1B3 inh = blocks human PAF acetylhydrolase 1B catalytic subunit 3. Q15102. recombinant PAFAH1B3, FP-rhodamine probe, fluorescence polarization. 340,000 compounds, 0.28% hits. inhibition, % at 3.39 µM;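 active means inhibition above the screen-wide average of all tested compounds plus 3 SD, cut at about 25% in these data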;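 further: 0% = enzyme with DMSO only and 100% = wells lacking PAFAH1B3 protein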
# Target sequence (Q15102 whole entry, looked up): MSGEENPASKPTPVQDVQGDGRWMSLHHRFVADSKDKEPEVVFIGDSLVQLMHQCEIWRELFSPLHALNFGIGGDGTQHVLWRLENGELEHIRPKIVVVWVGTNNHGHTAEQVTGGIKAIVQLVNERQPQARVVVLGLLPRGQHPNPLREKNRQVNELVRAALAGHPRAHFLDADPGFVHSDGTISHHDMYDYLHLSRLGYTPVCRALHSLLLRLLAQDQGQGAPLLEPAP
# * = called active by the depositor. The list is partial, so the mix of outcomes need not match the whole.
SMILES,PAFAH2 inh,PAFAH1B3 inh
Oc1cc(O)c(CN2CCOCC2)cc1CN1CCOCC1,-1,1
O=C(c1cccc(Cl)c1)N1CCN(Cc2ccccc2)CC1,4,-1
COc1ccc(C(C(=O)NC2CCCCC2)N(CC2CCCO2)C(=O)CCCC(=O)Nc2ccccn2)cc1 (configuration not stated),1,4
CC1=CC(=O)N(c2cccc3c(N4C(=O)C=C(C)C4=O)cccc23)C1=O,-68,-71
Cc1cc(C)cc(-c2nnc(SCC(=O)NCC3CCCO3)o2)c1 (configuration not stated),-2,2
COc1cc2c(cc1OC)/C(=C/C(=O)c1ccc(OC)c([N+](=O)[O-])c1)NCC2,-4,8
Cc1cc(C)n2nc(C(=O)OCC(=O)N(Cc3ccccc3)C(C)C)nc2n1,3,5
C=C(C)c1nc(Oc2ccccc2)nc(Oc2ccccc2)n1,5,0
CC(C)C[C@@H](CN1CCCC1CN1C(=S)NC[C@@H]1Cc1ccc(O)cc1)N1C[C@H](Cc2ccc(O)cc2)N(CC2CCCCCC2)C1=S (some centres not stated),-16,-8
O=C(Oc1ccc2ccc(O)cc2c1)c1ccccc1Cl,-4,-5
O=C(Nc1cccc([N+](=O)[O-])c1)N(c1ccccc1)c1ccccc1,-2,0
F[B-](F)(F)c1cnc2ccccc2c1,-2,8
O=c1[nH]cnc2c1ncn2C1OCC(O)C(O)C1O (configuration not stated),-1,-5
Cn1c(CNC(=O)c2ccco2)nnc1SCCOc1ccccc1,3,-4
CC(C)(C)c1cc(C2COC(=O)COCCOCC(=O)OCCOCCO2)cc(C(C)(C)C)c1O (configuration not stated),-5,2
Oc1ccc(C[C@H]2CNC(=S)N2CC2CCCN2C[C@H](Cc2ccc(O)cc2)N2C[C@H](Cc3ccccc3)N(CC3CCCCC3)C2=S)cc1 (some centres not stated),-24,-2
C=CCN(CC=C)c1ncnc2[nH]ncc12,-6,7
CC1CCCC(CC(N)=O)CC1 (configuration not stated),-1,0
COc1ccc(CNCCS(=O)(=O)NCc2ccccc2)cc1,-1,8
O=C(NNC(=O)c1n[nH]c2ccccc12)c1ccccc1,9,0
C=CCC1(CC=C)CCCN1C(=O)c1cc(COc2cccc(C(F)(F)F)c2)on1,0,-3
Cc1cccn2c(=O)c(/C=C(\C#N)C(N)=O)c(N3CCN(c4cccc(Cl)c4)CC3)nc12,3,13
CN(Cc1ccc(C(F)(F)F)cc1)C(=O)C1CCC(=O)N(C2CC2)C1 (configuration not stated),4,3
CC1(C)Cc2c(sc3c2c(=O)n(Cc2ccccc2)c2nncn32)CO1,-2,6
CC(=O)c1cccc(NS(=O)(=O)N2CCOCC2)c1,-2,0
CN1CCC(N(C)C(=O)/C(C#N)=C/c2ccc(OC(F)F)cc2)CC1,1,1
COc1ccc(N2CC(C(=O)NCc3n[nH]c(=O)c4ccccc34)CC2=O)cc1 (configuration not stated),5,2
CC(=O)OC1COC(OC(C)=O)CO1 (configuration not stated),3,6
C[C@H]1CN(S(=O)C(C)(C)C)[C@H](CCO)/C1=C\c1ccccc1 (some centres not stated),3,13
Cc1ccccc1NC(=O)COC(=O)c1ccc2c(c1)OCCO2,58*,2
Cc1nc(SCC(=O)NCC2CCCO2)c2c3c(sc2n1)CCC3 (configuration not stated),0,0
O=C(N/N=C/c1ccncc1)c1ccncc1,3,14
COc1ccc2nc(NN=C(C)c3ccccn3)cc(C)c2c1,5,5
CCCn1c(N)c(C(=O)CSc2nnc3ccccn23)c(=O)n(C)c1=O,-2,1
CCCN1C(=O)/C(=C\c2nc3ccccc3c(=O)[nH]2)c2ccccc21,8,3
Cc1ccc(NC(=O)c2cccc(N3C(=O)C4C5C=CC(C5)C4C3=O)c2)cc1C (configuration not stated),-3,-2
Cc1cc(C)c(NS(=O)(=O)c2ccccc2)c(C)c1NS(=O)(=O)c1ccccc1,5,1
Cc1cc(N)nc(=O)n1C1CC(O)C(CO)O1 (configuration not stated),3,10
CN(C)C(CNC(=O)c1cc(S(=O)(=O)N(C)c2ccc(F)cc2)ccc1Cl)c1cccs1 (configuration not stated),4,2
CC(=O)C1(O)CCC2C3CCC4CC(O)CCC4(C)C3C(=O)CC21C (configuration not stated),-7,5
O=[N+]([O-])c1cccc(Cn2cnc3c(=S)nc[nH]c32)c1,-8,1
CC(C)(C)C(=O)Nc1ccc(-c2nnc3n2CCCCC3)cc1,1,7
NC(=S)NN=C1CCCCCCCCC1,1,3
CC(C)COCC1CC2(CC(C)(c3csc(N)n3)OC2=O)C(=O)O1 (configuration not stated),-1,3
O=Cc1ccc(Sc2ncccn2)o1,-4,3
S=C(Nc1ccccc1)Nc1ccc2ccccc2c1,1,3
Fc1ccc(-c2cnn3c(-c4cccs4)ccnc23)cc1,-5,3
CN(C)N1C(N)=C(C#N)C(c2cccc([N+](=O)[O-])c2)C2=C1CC(C)(C)CC2=O (configuration not stated),0,6
O=C1NC(=O)C(c2ccccc2)(c2ccccn2)N1 (configuration not stated),1,2
COc1ccc(N2CC(C(=O)N3CCN(S(=O)(=O)c4ccc(F)c(F)c4)CC3)CC2=O)c(OC)c1 (configuration not stated),-7,4

# Part of the list above, tab-delimited.
smiles	PAFAH2 inh	PAFAH1B3 inh
NC(=S)NN=C1CCCCCCCCC1	1	3
CC(C)COCC1CC2(CC(C)(c3csc(N)n3)OC2=O)C(=O)O1 (configuration not stated)	-1	3
O=Cc1ccc(Sc2ncccn2)o1	-4	3
S=C(Nc1ccccc1)Nc1ccc2ccccc2c1	1	3
Fc1ccc(-c2cnn3c(-c4cccs4)ccnc23)cc1	-5	3
CN(C)N1C(N)=C(C#N)C(c2cccc([N+](=O)[O-])c2)C2=C1CC(C)(C)CC2=O (configuration not stated)	0	6
O=C1NC(=O)C(c2ccccc2)(c2ccccn2)N1 (configuration not stated)	1	2

# Next compounds
SMILES,PAFAH2 inh,PAFAH1B3 inh
Cn1c(=O)c2[nH]c(Cc3ccsc3)nc2n(C)c1=O,-4,3
COc1cc(C(C)=O)ccc1OCC(=O)Nc1cc(S(=O)(=O)N2CCOCC2)ccc1N1CCCC1,1,6
Cc1ccccc1CNC(=O)C(=O)NCC1CCCN1S(=O)(=O)c1cccs1 (configuration not stated),-4,1
COc1ccc2nc(SC(C)C(=O)NC3CCCCC3)[nH]c2c1 (configuration not stated),5,4
COc1ccc(CCN2CCCn3c2nc2c3c(=O)n(C)c(=O)n2C)cc1OC,1,3
O=C(CSc1nc(-c2ccc(F)cc2)nc2c1Cc1ccccc1O2)Nc1cccc(C(=O)O)c1,-20,-31
Cc1cc(NC(=O)c2ccc(Cn3cc([N+](=O)[O-])cn3)o2)no1,-2,5
CCOc1ccc(C(=O)NC2C(=O)N3C(C(=O)O)=C(COC(C)=O)CSC23)cc1OCC (configuration not stated),-5,4
Cc1nonc1CN(C)C(=O)CC1C(=O)NCCN1Cc1ccccc1F (configuration not stated),1,3
Nc1ccc(S(=O)(=O)NCC2CCCCO2)cc1 (configuration not stated),-2,-4
Cc1ccc(NC(=O)c2ncn(CCCN3CCN(Cc4cccc5ccccc45)CC3)n2)cc1C,-5,1
COc1ccc(C)cc1NC(=O)C(c1ccccc1)N1CCN(CC(=O)NC2CC2)CC1 (configuration not stated),8,6
CC(=O)Nc1cc2c(cc1Cl)-c1ccc(F)cc1C2O (configuration not stated),2,10
CCOc1ccc(OCC(O)CN2CCN(S(=O)(=O)c3cccc(C(F)(F)F)c3)CC2)cc1 (configuration not stated),-4,1
COc1ccc(S(=O)(=O)NC(C)C(=O)N2CCCC2)cc1Cl (configuration not stated),-5,1
CCOc1cc(N2CCOCC2)c(OCC)cc1NC(=O)c1ccc(S(=O)(=O)N2CC(C)OC(C)C2)cc1 (configuration not stated),3,-10
CCCCC(NC(=O)CCc1c(C)c2cc3c4c(oc3c(C)c2oc1=O)CCCC4)C(=O)O (configuration not stated),7,3
O=C(O)c1cccc(NC2=C(Cl)C(=O)c3ccccc3C2=O)c1,21,27*
CCCn1c(N)c(N(CCOC)C(=O)c2ccc(S(=O)(=O)N3CCOCC3)cc2)c(=O)[nH]c1=O,10,6
Cc1cc(C(=O)NNC(=O)c2ccc(C)c([N+](=O)[O-])c2)c(C)o1,3,-3
O=C(NCC(c1ccco1)N1CCCCC1)c1cccc(S(=O)(=O)Nc2ccc(F)cc2)c1 (configuration not stated),6,8
O=S(=O)(O)c1cc(O)c2cc(Nc3ccccc3)ccc2c1,42*,43*
CN1CCC(C(=O)C(=O)O)C1=O (configuration not stated),6,10
COCCN(Cc1ccc(F)cc1)C(=O)c1cc2ccccc2oc1=O,4,1
Cc1ccn2cc(C(=O)Nc3cccc(C(=O)NC4CC4)c3)nc2c1,6,10
CN(Cc1cccc(Cl)c1Cl)C(=O)c1ccccc1SCC(=O)N1CCCC1,8,4
CC(C)c1nc2oc3c(NCC4CCCO4)ncnc3c2c2c1COC(C)(C)C2 (configuration not stated),7,8
Cc1ccc(CN2CCN(CC(=O)NCc3ccccc3)CC2)cc1,-1,-2
CCC(NC(=O)Cc1c(C)c2c(cc(C)c3c(C)c(C)oc32)oc1=O)C(=O)O (configuration not stated),5,-2
N=c1nc2n(cc1F)C1OC(CO)C(O)C1O2 (configuration not stated),4,-1

# 7 records drawn at random from those above:
SMILES,PAFAH2 inh,PAFAH1B3 inh
CN1CCC(C(=O)C(=O)O)C1=O (configuration not stated),6,10
CN(Cc1cccc(Cl)c1Cl)C(=O)c1ccccc1SCC(=O)N1CCCC1,8,4
O=C(NCC(c1ccco1)N1CCCCC1)c1cccc(S(=O)(=O)Nc2ccc(F)cc2)c1 (configuration not stated),6,8
N=c1nc2n(cc1F)C1OC(CO)C(O)C1O2 (configuration not stated),4,-1
O=S(=O)(O)c1cc(O)c2cc(Nc3ccccc3)ccc2c1,42*,43*
Cc1ccn2cc(C(=O)Nc3cccc(C(=O)NC4CC4)c3)nc2c1,6,10
Cc1ccc(CN2CCN(CC(=O)NCc3ccccc3)CC2)cc1,-1,-2

# The list continues:
SMILES,PAFAH2 inh,PAFAH1B3 inh
CC12CCC(=O)CC1CCC1C2CCC2(C)C1CCC2(O)C(=O)CO (configuration not stated),-2,-2
COc1cccc(CN(C)CCCn2ccc(NC(=O)OCc3ccccc3)nc2=O)c1,-2,6
COCCn1c(=O)c2c(nc3n2CCCN3CCc2ccc(OC)c(OC)c2)n(C)c1=O,0,7
CCCc1ccc(OCc2ccc(C(=O)N/N=C/c3cccnc3)o2)cc1,-17,-9
CCOC(=O)OCC(=O)C1(O)CCC2C3CCC4=CC(=O)CCC4(C)C3C(O)CC21C (configuration not stated),2,9
O=[N+]([O-])c1ccc(NN=Cc2ccccc2O)nc1,1,10
COc1nccnc1NS(=O)(=O)c1ccc(N)cc1,0,9
O=C1CC[C@@H]2CC3(C[C@@H]4CCN1[C@H]24)Nc1cc([N+](=O)[O-])ccc1NC3=NC1CCCCC1 (some centres not stated),1,4
CCN1CCN(C(=O)c2cc(-c3ccc(Cl)s3)nc3ccccc23)CC1,5,6
COc1ccc(-c2nn(-c3ccccc3)cc2C(=O)N(C)CC(=O)Nc2ccccc2Br)cc1,-5,-4

# A few values from the results shown.
# Under PAFAH2 inh, COc1ccc(-c2nn(-c3ccccc3)cc2C(=O)N(C)CC(=O)Nc2ccccc2Br)cc1 shows -5
# Under PAFAH1B3 inh, CCOC(=O)OCC(=O)C1(O)CCC2C3CCC4=CC(=O)CCC4(C)C3C(O)CC21C (configuration not stated) shows 9

# (continued)
SMILES,PAFAH2 inh,PAFAH1B3 inh
O=C(CN1C(=O)NC2(CCCCC2)C1=O)N1CCN(S(=O)(=O)c2ccc(F)c(F)c2F)CC1,0,7
CSC1SCC2C(=O)N(C)C(C(C)C)C(=O)OCC(NC(=O)c3cnc4ccccc4n3)C(=O)NC(C)C(=O)N(C)C1C(=O)N(C)C(C(C)C)C(=O)OCC(NC(=O)c1cnc3ccccc3n1)C(=O)NC(C)C(=O)N2C (configuration not stated),2,6
COCCCC1CCN(C(=O)C2CCC(=O)N(CC3CCCCC3)C2)CC1 (configuration not stated),3,3
COc1ccc(C(=O)Nc2cccc(/C=C(/CCC(=O)O)c3nc4ccccc4s3)c2)cc1,-5,0
COc1ccccc1C(CNC(=O)CNC(=O)c1cccc(Cl)c1)N1CCCC1 (configuration not stated),-1,1
CCN(CC(=O)Nc1ccc2c(c1)OCCO2)C(=O)c1cc(S(=O)(=O)N2CCOCC2)ccc1F,-2,0
CCN(Cc1ccccc1)c1ccccc1,13,9
COc1ccc(CCN2CC(C(=O)OCC(=O)NC(Cc3ccccc3)C(C)=O)CC2=O)cc1OC (configuration not stated),-2,4
COc1ccccc1N1CCN(C(=O)c2cccc(S(=O)(=O)N3c4ccccc4CC3C)c2)CC1 (configuration not stated),8,3
Cc1ccc(C#N)c(SCCN2CCCCC2)n1,0,-2
C=CCOC(=O)C1=C(C)NC(=O)NC1c1ccc(O)cc1 (configuration not stated),-8,12
O=c1[nH]cnc2c1C(c1ccc(Cl)cc1)c1c(nc[nH]c1=O)O2,-1,-5
CCCn1c(N)c(C(=O)COC(=O)COc2ccc(Cl)c(C)c2)c(=O)n(C)c1=O,2,6
O=C(N/N=C/c1c[nH]c2ccccc12)c1[nH]c2ccc(Br)cc2c1-c1ccccc1,4,-5
C=CCn1cccc(C(=O)Nc2ccc(C)c(Cl)c2)c1=O,-4,8
COC(=O)c1cc(OC)c(OC)cc1NC(=S)N1CCOCC1,6,-4
CCOc1ccc(NC(=O)c2ccc3c(c2)C(=O)N(Cc2ccncc2)C3=O)cc1,-2,6
C=CCn1c(SCC(=O)N(CC)C2CCS(=O)(=O)C2)nc2scc(-c3ccccc3)c2c1=O (configuration not stated),-3,-1
CN(CC(=O)Nc1c(Cl)cccc1Cl)C(=O)CNC(=O)c1sc2ccccc2c1Cl,-6,-8
